ATG4B inhibitor: inhibitors of human ATG4B cysteine protease; AID 504462; inhibition, % at 8.33 µM; actives 0.51% (n = 340,000); Q9Y4P1; ATG4B cleavage of LC3-PLA2, NBD-HPC fluorescence, 1 h; in the data active means inhibition above about 40%
GRIN3A LBD mod: modulators (binders) of human NR3A ligand-binding domain; NR3A LBD differential scanning fluorimetry, Tm shift; 0% = protein alone, 100% = glycine-bound protein; Tm shift relative to glycine control, % at 25 µM; actives 2.5% (n = 340,000); AID 1259313;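 active means melting temperature shift of at least 10% of the positive control shift, at one fixed dose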
SENP8 block: inhibitors of human SENP8 protease. Q96LD8. recombinant SENP8, Nedd8 substrate fluorescence. inhibition, % at 20 µM. actives 0.64% (n = 360,000); in the data active means inhibition mostly above about 40%, no sharp cut-off; inactive means mostly below about 27%
HKDC1 inhibitor: blocks human hexokinase HKDC1 activity | Q2TB90 | inhibition, % at 20 µM | actives 0.16% (n = 340,000) | recombinant HKDC1, G6PDH/diaphorase resazurin coupled fluorescence;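 active means inhibition above about 35% when tested at 20 µM, limit read from the data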;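 further: plate controls were DMSO wells with enzyme for no effect and DMSO wells lacking enzyme for full effect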
Target sequence (Q2TB90 whole entry, looked up): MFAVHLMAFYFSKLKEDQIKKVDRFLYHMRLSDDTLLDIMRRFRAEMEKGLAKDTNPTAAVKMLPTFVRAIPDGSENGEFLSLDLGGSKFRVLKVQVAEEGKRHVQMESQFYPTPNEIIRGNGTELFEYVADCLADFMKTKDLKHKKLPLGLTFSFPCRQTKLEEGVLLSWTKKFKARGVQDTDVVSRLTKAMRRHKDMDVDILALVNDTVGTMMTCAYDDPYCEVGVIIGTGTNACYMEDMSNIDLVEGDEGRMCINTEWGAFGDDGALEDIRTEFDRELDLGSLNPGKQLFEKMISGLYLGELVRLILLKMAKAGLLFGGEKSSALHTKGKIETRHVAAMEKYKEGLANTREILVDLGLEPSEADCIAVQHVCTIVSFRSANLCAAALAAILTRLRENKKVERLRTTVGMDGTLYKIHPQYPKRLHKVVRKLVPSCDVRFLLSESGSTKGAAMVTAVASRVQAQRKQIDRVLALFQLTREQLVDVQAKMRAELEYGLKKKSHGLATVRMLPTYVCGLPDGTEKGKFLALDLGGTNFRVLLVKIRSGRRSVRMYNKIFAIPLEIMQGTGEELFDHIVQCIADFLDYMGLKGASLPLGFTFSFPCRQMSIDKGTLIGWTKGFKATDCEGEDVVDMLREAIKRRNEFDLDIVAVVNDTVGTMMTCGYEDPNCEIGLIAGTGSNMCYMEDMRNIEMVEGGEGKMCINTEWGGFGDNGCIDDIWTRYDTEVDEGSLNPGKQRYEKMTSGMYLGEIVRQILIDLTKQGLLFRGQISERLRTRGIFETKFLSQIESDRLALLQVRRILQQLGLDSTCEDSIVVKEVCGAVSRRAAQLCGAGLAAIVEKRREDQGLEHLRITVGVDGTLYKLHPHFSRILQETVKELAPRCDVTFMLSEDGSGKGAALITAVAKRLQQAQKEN
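Test system: HK5 enzyme. Quantity: 5 µg/mL HK5 final. Reagent: glucose and ATP substrates. Schedule: 90 min reaction incubation at room temperature, dark. Technique: resazurin-to-resorufin fluorescence via G6PDH and diaphorase coupling, 525/613 nm. Control set: DMSO wells with and without enzyme mix.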
PfG6PD inh: PfG6PD (Plasmodium falciparum) enzyme inhibition; PfGluPho enzyme, NADPH resazurin-diaphorase fluorescence; inhibition, % at 20 µM; actives 0.78% (n = 350,000); AID 504690;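 active means inhibition reaching at least a set limit at 20 µM in the primary screen, cut at about 59% in these data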;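 further: 0% = DMSO wells with substrate and 100% = DMSO wells lacking glucose-6-phosphate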
SENP6 inh: inhibitors of human SENP6 protease; Q9GZR1; Recombinant SENP6 catalytic domain, aminoluciferin luminescence; inhibition, % at 10 µM; actives 1.8% (n = 330,000); AID 2599;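 active means inhibition above about 50% at the single tested dose, limit read from the data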;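 further: plate controls were DMSO wells with enzyme for no effect and DMSO wells lacking enzyme for full effect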
MPTP block: inhibitors of mitochondrial permeability transition pore; inhibition, % at 10 µM; actives 1.4% (n = 360,000); isolated mouse mitochondria, Ca2+ swelling absorbance, 30 min;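 active means inhibition of 50% or more, scaled per plate between neutral and stimulator controls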;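 further: 0% = DMSO wells given calcium and 100% = 1 mM EGTA wells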
SENP7 block: inhibitors of human SENP7 protease; recombinant SENP7, Z-RLRGG-aminoluciferin luminescence, 40 min; Q9BQF6; inhibition, % at 5 µM; AID 434973; actives 1.5% (n = 330,000);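 active means inhibition above about 50% at the single test dose, limit read from the data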;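 further: plate controls were DMSO with enzyme for no effect and no enzyme buffer wells for full effect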
The depositor's hits bear a star; i = inactive; nt = no result given.

SMILES	ATG4B inhibitor	GRIN3A LBD mod	SENP8 block	HKDC1 inhibitor	PfG6PD inh	SENP6 inh	MPTP block	SENP7 block
Cc1ccc(NC(=O)CSCC(=O)OC(C)C(=O)Nc2ccccc2C)cc1 (stereo not drawn)	4	-1	7	-10	6	-3	-1.5	-1
O=C(NCc1cccnc1)c1ccccc1NS(=O)(=O)c1ccc(Br)cc1	-2	4	-26	-2	-16	-2	0.8	-5
COc1cccc(OC)c1OCCN1CCN(C(=O)c2ccco2)CC1	-1	-2	12	-4	7	-10	0.8	-15
COc1ccc2c(c1)sc1nc(-c3ccccc3)cn12	0	20*	8	7	98*	96*	2.9	99*
C=CCN(c1ccc(C(=O)Nc2cccc(C)c2)cc1)S(C)(=O)=O	-13	3	11	-9	7	-14	-0.6	1
CN(CCO)c1cc(N2CCN(C(=O)c3ccco3)CC2)c2nonc2c1[N+](=O)[O-]	-10	3	27	17	14	-21	-1.0	-6
COc1ccc(NC(=O)c2cc(CC(C)C)nc3ccccc23)cc1	-4	0	-7	2	-3	2	1.2	-1
CCCC(=O)Nc1ccc(S(=O)(=O)Nc2cc(OC)nc(OC)n2)cc1	-1	-1	3	-4	2	-4	0.4	6
Cc1nnc(SCC(=O)OC2CC(C)CCC2C(C)C)[nH]c1=O (stereo not drawn)	-9	-2	6	1	-12	-8	-0.3	-2
CCn1c(CCNC(=O)c2ccc(Cl)cc2)n[nH]c1=S	1	-1	19	-7	14	-29	2.7	-4
Cc1cc2cc(C)c3nnc(SCc4ccccn4)n3c2cc1C	-17	-2	-14	33	16	-18	0.4	6
C=CCOc1ccc(C2C(C(=O)c3ccco3)=C(O)C(=O)N2Cc2cccnc2)cc1 (stereo not drawn)	-6	-2	24	4	4	-5	3.9	4
O=C(OCN1C(=O)c2ccccc2C1=O)c1cccc(OC(F)F)c1	-2	0	17	0	-8	4	0.0	-3
Cc1cc(OC(C)C(=O)NCc2ccncc2)c2c(C)cc(=O)oc2c1 (stereo not drawn)	2	2	-286	5	-19	3	0.8	0
CCC(CC)C(=O)Nc1cc([N+](=O)[O-])ccc1F	7	-6	17	-10	12	2	1.7	-5
COc1ccc(OC)c(C2CC(=O)N3CN(c4cccc(Cl)c4C)CSC3=C2C#N)c1 (stereo not drawn)	1	-26	-9	12	83*	-4	-2.1	7
CCOC(=O)c1sc(=NC(=O)c2ccccc2Br)n(C)c1C	-4	0	-69	-1	-17	-16	1.2	8
COCCN(C(=O)c1csnn1)C(C(=O)NC1CCCCC1)c1ccccc1F (stereo not drawn)	-17	-2	2	-5	6	2	0.4	0
Cc1ccc(-c2cc(C(=O)OCC(=O)NC3CC3)c3ccccc3n2)cc1	-21	-4	i	0	-2	-27	-2.0	-11
O=C(/C=C/c1cccs1)N1CCC2(CC1)Oc1ccc(Cl)cc1C(=O)C21CC(c2cccnc2)=NO1 (stereo not drawn)	-3	-5	13	0	-3	3	0.0	15
CCC(c1nnnn1CCOC)N1CCN(Cc2ccccc2)CC1 (stereo not drawn)	2	-4	8	-2	5	-6	2.2	4
COc1ccc(N2CC(NS(=O)(=O)c3ccc4ccccc4c3)CC2=O)cc1OC (stereo not drawn)	-14	2	5	8	8	5	0.3	1
O=C(O)CSCc1nc2scc(-c3ccccc3)c2c(=O)[nH]1	-10	1	3	-6	-8	-8	-3.1	-9
O=C(Nc1ccc([N+](=O)[O-])cc1)Nn1cnnc1	-3	0	6	-9	0	0	44	-8
CCOC(=O)Nc1cccc(OCC(=O)Nc2ccc3c(c2)CCC3)c1	-2	1	3	-3	9	-4	-1.8	-5
COc1cccc(/C=N/n2c(N)c(S(=O)(=O)c3cccs3)c3nc4ccccc4nc32)c1OC	1	0	-281	-4	-5	4	5.6	7
CCCn1ncc(C(=O)N(C)C2CCCN(Cc3ccccc3F)C2)c1C (stereo not drawn)	27	-3	27	-5	10	-11	1.5	-4
O=C(Nc1ccccc1)c1ccc(=O)[nH]n1	1	1	10	-4	-9	-15	-0.9	-4
CCOc1ccc(OCC)c(N=c2oc3c(C)ncc(CO)c3cc2C(N)=O)c1	-1	0	-9	8	40	-2	-0.4	-1
COc1cc(/C=N/n2c(-c3ccccc3)n[nH]c2=S)cc(OC)c1OC	3	2	23	-5	18	1	0.4	-1

A second format for some results above:
CCn1c(CCNC(=O)c2ccc(Cl)cc2)n[nH]c1=S
  ATG4B inhibitor: 1
  GRIN3A LBD mod: -1
  SENP8 block: 19
  HKDC1 inhibitor: -7
  PfG6PD inh: 14
  SENP6 inh: -29
  MPTP block: 2.7
  SENP7 block: -4
Cc1cc2cc(C)c3nnc(SCc4ccccn4)n3c2cc1C
  ATG4B inhibitor: -17
  GRIN3A LBD mod: -2
  SENP8 block: -14
  HKDC1 inhibitor: 33
  PfG6PD inh: 16
  SENP6 inh: -18
  MPTP block: 0.4
  SENP7 block: 6

The list continues:
SMILES	ATG4B inhibitor	GRIN3A LBD mod	SENP8 block	HKDC1 inhibitor	PfG6PD inh	SENP6 inh	MPTP block	SENP7 block
O=c1c(/C=N/N2CCOCC2)c(C(F)(F)F)[nH]n1-c1ccccc1	1	0	17	-6	31	28	2.0	1
CC(CC(=O)Nc1cccc(S(=O)(=O)N2CCCCC2)c1)c1ccccc1 (stereo not drawn)	-21	-4	4	-1	5	-5	0.3	8
COC(=O)c1cn(NC(=O)Cc2ccccc2OC)c(=O)c2ccccc12	4	0	-2	-2	-29	0	-0.4	13
CCOc1ccc(-n2c(SCC(N)=O)nc3c([nH]c4ccccc43)c2=O)cc1	6	-1	-18	8	11	-11	-0.1	1
CCn1c(C)nc2cc(-c3nnc(-c4c(-c5ccccc5)noc4C)o3)ccc21	-23	-32	-7	2	12	9	-0.3	6
Cc1cc(OCC(=O)NC2CC2)c2c(C)c(C)c(=O)oc2c1	-3	3	-238	-6	-1	-1	-2.5	-7
Cc1cccc2c(C(=O)O)cc(-c3cccnc3)nc12	-6	0	-35	-6	2	-15	-1.8	5
CCOC(=O)N1CCN(C(c2ccc(C)cc2)c2sc3nc(C)nn3c2O)CC1 (stereo not drawn)	-5	-4	6	-8	-11	1	-0.6	6
CCOc1c(Nc2ccccc2O)c(=O)c1=O	-6	3	33	1	7	2	1.2	3
CCN1CC(CN(C)Cc2nc(-c3cccs3)no2)CC1=O (stereo not drawn)	-9	0	-6	-3	7	-22	1.0	0

Some of these compounds in order of the HKDC1 inhibitor value, smallest number first:
| molecule | HKDC1 inhibitor |
| --- | --- |
| Cc1cccc2c(C(=O)O)cc(-c3cccnc3)nc12 | -6 |
| CCN1CC(CN(C)Cc2nc(-c3cccs3)no2)CC1=O (stereo not drawn) | -3 |
| CC(CC(=O)Nc1cccc(S(=O)(=O)N2CCCCC2)c1)c1ccccc1 (stereo not drawn) | -1 |
| CCOc1c(Nc2ccccc2O)c(=O)c1=O | 1 |

The results go on.
SMILES	ATG4B inhibitor	GRIN3A LBD mod	SENP8 block	HKDC1 inhibitor	PfG6PD inh	SENP6 inh	MPTP block	SENP7 block
NNC(=O)c1nnsc1-c1csnn1	2	-2	13	-6	18	nt	-2.0	nt
CCOc1ccc(N(CC(=O)NC2CCCC2)C(=O)CCC(=O)Nc2nc(C)cs2)cc1	-8	-2	8	-3	11	-3	0.4	4
Cc1ccc2nc(NC(=O)CSCc3ccccc3)sc2c1	-5	-23	0	2	-20	-8	3.4	5
CCN(Cc1ccccc1)C(c1ccncc1)c1nnnn1C(C)(C)C (stereo not drawn)	-6	1	2	-7	17	-7	-0.2	0
CCOC(=O)CC1COCCN1C(=O)CCc1nnc(-c2ccsc2)o1 (stereo not drawn)	-7	-3	7	-9	3	8	0.4	3
COc1ccc(OC)c(-c2nn(-c3ccccc3)cc2C(=O)NCC2CCCO2)c1 (stereo not drawn)	-11	-2	-2	-6	9	-18	0.9	-5
CCSc1ncc(Cl)c(C(=O)Nc2ccccc2Cl)n1	-8	3	12	-3	1	-27	0.5	9
Nc1ccc(S(=O)(=O)Nc2cc(Cl)c(N)c(Cl)c2)cc1	-5	-6	11	-2	19	nt	-1.0	nt
CCCCCCCCOC(=O)C[N+](C)(C)C/C=C(/C)Cl	13	-1	20	-14	-17	-3	1.5	-1
CCP(=O)(c1cccc([N+](=O)[O-])c1)c1cccc([N+](=O)[O-])c1	2	1	19	-5	9	-5	-0.6	-10
O=C(O/N=C1\CCCc2ccccc21)c1ccc(F)cc1	-6	1	9	-2	6	78*	0.9	95*
COc1cc(/C=C2\SC(=Nc3ccc(O)cc3)NC2=O)cc(OC)c1OC	-2	-5	nt	-3	3	4	nt	-5
CCn1c(/C=C/c2ccccc2)nc2ccccc2c1=O	12	0	-16	-3	1	-13	0.1	4
CNC(=O)CSc1nnnn1-c1ccc(C)cc1C	-5	0	28	2	-5	-22	0.2	0
Cc1ccc(CNC2=NCCCCC2)n1C	-7	-3	4	4	-12	0	0.6	-1
CCCCCCCc1c(O)nc(SCC(=O)O)[nH]c1=O	2	0	24	-1	-29	-12	1.1	-8
COC(=O)c1ccc(Sc2ccccc2NS(=O)(=O)c2ccc(C)cc2)nc1	-8	-1	11	-2	-13	7	0.2	12
Cc1[nH]nc(SCC(=O)NCC(C)C)c1[N+](=O)[O-]	-9	2	17	-1	12	-2	0.7	-5
CCC(C)(C)C1CCC2(CC1)NC(=O)N(CC(=O)NC(C)CCc1ccccc1)C2=O (stereo not drawn)	-7	2	8	-7	2	-20	0.4	8
C=CCn1c(SCc2cc(=O)n3cc(C)ccc3n2)nnc1-c1ccc(F)cc1	5	-4	-213	12	-11	3	-1.6	-4
COc1ccccc1Cn1c(=S)[nH]c2cc(C(=O)NCC3CCCO3)ccc2c1=O (stereo not drawn)	-18	-1	-13	-1	0	10	-1.8	0
Cc1nn(C(C)(C)C)c(OC(=O)CC(C)C)c1S(=O)(=O)c1ccccc1	-3	-1	16	2	-2	-3	-0.5	5
COc1cccc(NC(=O)COC(=O)CCCC2=NS(=O)(=O)c3ccccc3N2)c1	-10	1	11	-7	-3	1	-1.3	-3
O=C(CSc1nc(NS(=O)(=O)c2ccccc2)cc(=O)[nH]1)Nc1ccc(F)cc1	-23	0	23	-2	8	0	-0.1	3
COc1cc(/C=N/NC(=O)C(Cc2c[nH]c3ccccc23)NC(=O)OCC(C)C)cc([N+](=O)[O-])c1O (stereo not drawn)	0	-13	24	-6	-2	-17	0.9	-11

Record cards (already shown):
O=C(Nc1ccccc1)c1ccc(=O)[nH]n1 is listed as ATG4B inhibitor: 1; GRIN3A LBD mod: 1; SENP8 block: 10; HKDC1 inhibitor: -4; PfG6PD inh: -9; SENP6 inh: -15; MPTP block: -0.9; SENP7 block: -4
C=CCn1c(SCc2cc(=O)n3cc(C)ccc3n2)nnc1-c1ccc(F)cc1 is listed as ATG4B inhibitor: 5; GRIN3A LBD mod: -4; SENP8 block: -213; HKDC1 inhibitor: 12; PfG6PD inh: -11; SENP6 inh: 3; MPTP block: -1.6; SENP7 block: -4

Bioassay records: PubChem, Sanford-Burnham Center for Chemical Genomics
